FBW7 act – activators of human E3 ligase FBW7 | Q969H0 | AlphaScreen FBW7–phospho-cyclin E peptide binding, activator screen | normalized activity (activation), % at 26.1 µM | actives 0.13% (n = 650,000); in the data active = normalized activity above about 1.9%;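 also: purified mutant Fbw7 with reduced substrate affinity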
Target sequence (Q969H0 whole entry, looked up): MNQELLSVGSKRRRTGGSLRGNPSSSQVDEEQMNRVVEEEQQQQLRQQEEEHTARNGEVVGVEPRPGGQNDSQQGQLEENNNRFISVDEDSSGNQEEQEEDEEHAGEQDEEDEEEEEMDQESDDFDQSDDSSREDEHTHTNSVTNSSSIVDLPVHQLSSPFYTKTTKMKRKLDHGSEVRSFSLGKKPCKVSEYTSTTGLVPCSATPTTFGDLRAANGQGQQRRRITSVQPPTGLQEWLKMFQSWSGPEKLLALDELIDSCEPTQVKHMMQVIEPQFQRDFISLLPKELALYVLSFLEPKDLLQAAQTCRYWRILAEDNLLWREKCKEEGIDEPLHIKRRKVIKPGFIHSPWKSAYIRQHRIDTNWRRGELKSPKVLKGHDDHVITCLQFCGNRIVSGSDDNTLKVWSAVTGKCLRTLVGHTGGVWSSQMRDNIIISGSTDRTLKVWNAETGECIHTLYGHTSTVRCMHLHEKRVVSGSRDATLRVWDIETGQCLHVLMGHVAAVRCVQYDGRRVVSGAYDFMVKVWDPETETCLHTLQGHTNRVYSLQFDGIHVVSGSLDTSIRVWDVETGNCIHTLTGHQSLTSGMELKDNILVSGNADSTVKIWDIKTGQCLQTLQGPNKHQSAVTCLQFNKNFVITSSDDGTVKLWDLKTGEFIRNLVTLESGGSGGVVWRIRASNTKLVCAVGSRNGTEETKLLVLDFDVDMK
TEAD-YAP block – TEAD-YAP interaction inhibition. AID 1259422. inhibition, % at 9.12 µM. HEK-TIYL cells, TEAD-Gal4/YAP UAS-luciferase luminescence. actives 1.4% (n = 640,000); in the data active = inhibition above about 32%;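 also: 0% = median of test compound wells and 100% = reference inhibitor wells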
GPR151 ag – activators of human GPR151 | PathHunter beta-arrestin GPR151 cells, luminescence | actives 1% (n = 650,000) | AID 1508602 | activation, % at 11.2 µM; in the data active = activation above about 4.9%;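 also: 0% = median of compound wells and 100% = cells with positive control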
Target sequence (Q8TDV0 whole entry, looked up): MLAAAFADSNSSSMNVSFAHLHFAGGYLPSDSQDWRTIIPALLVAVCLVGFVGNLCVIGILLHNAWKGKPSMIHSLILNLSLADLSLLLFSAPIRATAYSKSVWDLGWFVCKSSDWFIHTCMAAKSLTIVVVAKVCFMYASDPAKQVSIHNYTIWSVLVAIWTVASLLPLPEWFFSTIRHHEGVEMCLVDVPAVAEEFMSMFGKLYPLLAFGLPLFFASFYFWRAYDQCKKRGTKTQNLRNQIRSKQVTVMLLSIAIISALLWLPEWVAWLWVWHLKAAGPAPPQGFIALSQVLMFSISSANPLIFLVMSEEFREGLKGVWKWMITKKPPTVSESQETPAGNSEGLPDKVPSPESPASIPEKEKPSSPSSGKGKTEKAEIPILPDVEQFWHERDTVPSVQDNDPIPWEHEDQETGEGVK
MITF inh – human MITF inhibition, primary screen; inhibition, % at 2.6 µM; AlphaScreen MITF homodimerization, bead proximity signal; O75030; actives 0.91% (n = 650,000); in the data active = inhibition above about 50%;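 also: 0% = vehicle wells with protein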
Numbers without * were called inactive; & = joins results of further samples.

SMILES	FBW7 act	TEAD-YAP block	GPR151 ag	MITF inh
COc1ccccc1CNC(=O)c1cnn2c(C)c(Cc3cccc(Cl)c3)c(C)nc12	0.1	-3	0.8	-1
O=C(c1ccccc1)c1ccccc1Nc1nc(OCC(F)(F)F)nc(OCC(F)(F)F)n1	0.0	2	1.9	10
O=C(O)c1cc(NN=c2c(=O)c3ccccc3c2=O)cc(C(=O)O)c1	0.0	10	-0.3	13
COc1ccc(S(=O)(=O)/N=C2/C(C)=CC(=O)C(S(=O)(=O)c3ccccc3)=C2C)cc1	0.2	1	-1.1	16
O=C(O)c1ccc(C(=O)O)c(C(=O)c2ccc([N+](=O)[O-])cc2)c1	-0.1	4	0.8	1
Cc1ccc(S(=O)(=O)N2CCCC(c3nnc(C)s3)C2)c(C)c1 (configuration not stated)	0.0	0	1.0	-3
O=C(O)c1ccccc1N=Cc1c(O)n(-c2nccs2)c(=O)c2ccccc12	0.0	8	0.8	-17
CCOC(=O)c1cccc(NC(=O)/C=C/c2ccco2)c1	-0.2	-17	-0.8	-2
CCOc1ccccc1-n1c(=S)sc2c(=O)n(-c3ccc(F)cc3)c(SCC3CCCO3)nc21 (configuration not stated)	-0.1	-9	1.4	-2
Nc1nccc(-c2cnc3nc(C4COc5ccc(C(=O)NCCc6cccnc6)cc5C4)[nH]c3c2)n1 (configuration not stated)	1.3	-5	1.0	-6
COc1ccccc1CN1CCc2nnc(CCNC(=O)c3ccoc3)n2CC1	-0.1	10	-0.3	15
Cc1nn(CC(=O)OCN2C(=O)c3ccccc3C2=O)c(C)c1[N+](=O)[O-]	0.1	-1	0.0	-4
CCCCOc1ccc(C(=O)NNC(=O)c2ccc([N+](=O)[O-])cc2)cc1	0.0	-3	0.2	-4
Cc1ccc(C)c(Nc2cc(C)nc3nc(C)nn23)c1	-0.3	6	0.7	-3
COC(=O)c1ccc(NC(=O)N2CCCC(N(C)CCc3ccccn3)C2)cc1 (configuration not stated)	0.1	-15	-0.7	15

Record cards, from the list above:
O=C(O)c1ccc(C(=O)O)c(C(=O)c2ccc([N+](=O)[O-])cc2)c1 across the screens: FBW7 act = -0.1; TEAD-YAP block = 4; GPR151 ag = 0.8; MITF inh = 1
Nc1nccc(-c2cnc3nc(C4COc5ccc(C(=O)NCCc6cccnc6)cc5C4)[nH]c3c2)n1 (configuration not stated) across the screens: FBW7 act = 1.3; TEAD-YAP block = -5; GPR151 ag = 1.0; MITF inh = -6

The list goes on:
SMILES	FBW7 act	TEAD-YAP block	GPR151 ag	MITF inh
CCOC(=O)Nc1ccc2c(COC(=O)CCOc3cccc(C)c3)cc(=O)oc2c1	-0.2	-4	-0.7	-9
COc1ccc(F)c(CN2CCN(Cc3ccccc3C)C(CCO)C2)c1 (configuration not stated)	0.1	-2	-0.3	5
COC(=O)N/N=C/c1ccc(OS(=O)(=O)c2cc(C)ccc2C)c(OC)c1	0.0	6	-0.5	-1
COc1cccc(N(CC(N)=O)S(=O)(=O)c2ccc(C)cc2)c1	0.0	5	0.9	5
Cc1csc2ncc(C(=O)NCCO)c(=O)n12	0.5	3	-0.5	11
O=C(O)c1ccccc1Nc1cccc(C(F)(F)F)c1	0.0&-0.1	-1	0.1&2.2	-4&-8
O=C(/C=C/c1ccco1)N1CCN(Cc2ccc3c(c2)OCO3)CC1	-0.1	0	0.1	6
COc1ccc(-n2nc(C(=O)NCC(=O)NCCN3CCCC3)c3ccccc3c2=O)cc1	-0.1	1	-0.6	-5
CC1CCN(Cc2nnnn2CCCC(=O)N(C)CC2CCOCC2)CC1	-0.1	2	1.1	9
CSc1cccc(NC(=O)CCS(=O)(=O)c2ccc3c(c2)SCC(=O)N3)c1	0.0	-1	-2.3	-8
O=C(NCCN1CCOCC1)c1cccc(NC2=NC3CS(=O)(=O)CC3S2)c1 (configuration not stated)	0.1	-3	-1.6	19
O=C(CN(C(=O)CCC(=O)Nc1nccs1)C1CCCCC1)NCC1CCCO1 (configuration not stated)	-0.3	-5	1.8	-1
Cc1ccc(NC(=O)N2CCC(C(=O)Nc3cccc(C)c3C)CC2)cc1	0.0	-3	-0.9	15
Cc1cc(C)n2c(SCC(=O)Nc3sccc3C(N)=O)nnc2n1	0.1	-6	-0.9	-5
O=C1CC2(CCN(C(=O)Cc3ccccc3)CC2)Oc2ccccc21	0.1	8	-1.2	-2
CC(=O)c1ccc(S(=O)(=O)NC2CC2)cc1	0.1	2	-2.3	4
COc1cc(OC)c(NC(=O)C2c3ccccc3C(=O)N(C)C2c2ccc(OC)c(OC)c2)cc1Cl (configuration not stated)	0.6	6	0.0	6
Cc1nn(-c2ccccc2)c(NC(=O)C(C(F)(F)F)C(F)(F)F)c1-c1ccccc1	0.4	1	-1.6	8
CC(=O)Oc1cc2oc(=O)cc(C)c2cc1OC(C)=O	0.5	-3	-0.7	3
O=C(CN1C(=O)C2CCCN2C(=O)c2ccccc21)NC1CCCCC1 (configuration not stated)	-0.2	-3	-0.2	-11
O=C(NCCCN1CCCC1=O)c1cnc(Nc2ccc(-n3ccnc3)cc2)s1	0.2	-5	-3.2	10
Cc1ccc(Cl)cc1NC(=O)Cn1c2ccccc2c(=O)c2ccccc21	0.1	-3	-0.4	-17
COc1ccc(OC)c(C2C(C#N)=C(N)N(N(C)C)C3=C2C(=O)CCC3)c1 (configuration not stated)	0.0	6	1.4	17
CCOC(=O)c1c(CN(C)c2ccccc2)oc2cc(Br)c(O)c(CN(C)C)c12	0.1	5	0.2	-1
CCN(CC)C(=O)C(=O)c1c[nH]c2ccccc12	0.1	9	-0.1	13
CCOc1ccc(NC(=O)c2ccc3c(=O)n(CCc4ccccc4)c(=S)[nH]c3c2)cc1	-0.1	8	-1.3	3
COc1ccc(C(=O)O/N=C(\N)Cc2ccc(Cl)c(Cl)c2)cc1OC	0.1	17	-0.4	3
CCOC(=O)c1cc(CC)sc1NC(=O)COc1ccccc1C	-0.1	5	-1.1	9
COC(=O)c1cccc(NC(=O)Nc2ccccc2)c1C	0.3	-22	-0.3	7
c1ccc(N2CCN(c3nc4ncnc(NCCN5CCOCC5)c4[nH]3)CC2)nc1	0.1	3	-1.4	-14
C=CCNC(=O)c1ccccc1N(Cc1ccccc1)S(=O)(=O)c1ccccc1	0.1	3	0.5	-9
CCCCC(=O)N1c2ccccc2NC2=C(C(=O)CCC2)C1c1cccc([N+](=O)[O-])c1 (configuration not stated)	0.0	6	0.0	6
N#Cc1cc2c(nc1SCCS(=O)(=O)Cc1ccccc1)CCCC2	0.0	2	-0.1	-7
Nc1c(C(=O)Nc2ccc(Cl)cc2)nnn1Cc1ccc(F)cc1	0.2	-9	-0.7	-3
CCC(C)NC(=O)CN(c1ccc(OC)cc1OC)S(C)(=O)=O (configuration not stated)	0.0	-1	1.4	-13
C/C(=N\NC(=O)c1cc2ccccc2cc1O)C1C(=O)c2ccccc2C1=O	-0.1	-8	-1.8	3
c1ccc(CN2CCC(=NNc3nnc4c(n3)[nH]c3ccccc34)CC2)cc1	-0.1	-13	-0.1	-5
O=S(=O)(NCc1ccsc1)c1cccc2ccccc12	1.1	-6	-0.4	19
N#C/C(=C/c1ccc(CNS(=O)(=O)c2ccccc2)o1)C(=O)NCCc1ccccc1	1.0	5	-0.5	9
Cc1cc(C(=O)Nc2ccc3nc(N4CCN(C)CC4)sc3c2)on1	-0.1	-22	-0.5	-15
Cc1ccc(Cl)cc1S(=O)(=O)NCCCN1CCOC(c2ccccc2)C1 (configuration not stated)	-0.2	7	2.7	1
COc1ccc(F)c(CC2(CCC(=O)N(C)CC(O)c3ccccc3)CCC(=O)N2)c1 (configuration not stated)	-0.1	-3	2.1	9
COc1ccc(N(C(C)C(=O)Nc2cc([N+](=O)[O-])ccc2OC)S(C)(=O)=O)cc1 (configuration not stated)	-0.3	51*	-0.4	1
CC(C)(C)n1nnnc1C(c1ccc(O)cc1)N1CCN(c2nc3ccccc3s2)CC1 (configuration not stated)	0.0	7	-0.3	15
CCC1Oc2ccccc2N(CC(=O)NCCN2C(C)CCCC2C)C1=O (configuration not stated)	0.1	3	0.2	1
Cc1cc(S(=O)(=O)N2CCN(CCNC(=O)c3ccsc3)CC2)c(Cl)cc1Cl	0.0	-14	0.4	1
COc1ccc(-c2ccc(SCC(=O)Nc3c[nH]c(=O)[nH]c3=O)nn2)cc1OC	0.2	5	0.5	0
CN(c1ccccc1C(=O)Nc1cccc([N+](=O)[O-])c1)S(=O)(=O)c1ccccc1	-0.1	11	0.7	8
CCOc1ccc(C(=O)Oc2cc(N)n(S(=O)(=O)c3ccccc3)n2)cc1	-0.1	-4	-0.2	20
Cc1ccccc1C(=O)Nc1ccccc1C(=O)N1CCC(C)CC1	0.0	5	-0.1	-1
Cc1cc(=O)oc2cc(OS(C)(=O)=O)ccc12	0.0	3	0.2	1
O=C(CN1C(=O)C2(OCCCO2)c2ccccc21)Nc1ccccc1C(F)(F)F	0.1	4	-1.0	10
COc1ccc(S(=O)(=O)N2CCN(CC(=O)c3ccco3)CC2)cc1OC	0.2	2	12*	7
Cc1ccc(/C(O)=C2/C(=O)C(=O)N(CCCn3ccnc3)C2c2ccncc2)cc1 (configuration not stated)	-0.4	-39	-1.8	-3
COc1ccccc1OCC(O)Cn1c[n+](C)c2cc(C)c(C)cc21 (configuration not stated)	-0.2	1	-0.9	-4
C=CCn1c(C)c(C)n2c3c(=O)n(CCC)c(=O)n(C)c3nc12	-0.2	3	3.3	4
NC(=O)Cc1ccc(OCC2CO2)cc1 (configuration not stated)	-0.6	-6	0.8	-2
NC(=O)C(C(=O)/C=C/c1ccc(F)cc1)=C1SCS1	-0.1	-35	2.1	8
COc1ccc2cc(C(=O)NC(C)=O)c(=Nc3ccc(C(F)(F)F)cc3)oc2c1	-0.1	-2	0.4	4
Cc1cc(C)n(-c2cc(Sc3nncn3C)ccc2[N+](=O)[O-])n1	0.0	2	-1.2	-8

Filtered by structure: those above containing an aryl thioether with sulfur outside any ring.
SMILES	FBW7 act	TEAD-YAP block	GPR151 ag	MITF inh
CCOc1ccccc1-n1c(=S)sc2c(=O)n(-c3ccc(F)cc3)c(SCC3CCCO3)nc21 (configuration not stated)	-0.1	-9	1.4	-2
CSc1cccc(NC(=O)CCS(=O)(=O)c2ccc3c(c2)SCC(=O)N3)c1	0.0	-1	-2.3	-8
Cc1cc(C)n2c(SCC(=O)Nc3sccc3C(N)=O)nnc2n1	0.1	-6	-0.9	-5
N#Cc1cc2c(nc1SCCS(=O)(=O)Cc1ccccc1)CCCC2	0.0	2	-0.1	-7
COc1ccc(-c2ccc(SCC(=O)Nc3c[nH]c(=O)[nH]c3=O)nn2)cc1OC	0.2	5	0.5	0
Cc1cc(C)n(-c2cc(Sc3nncn3C)ccc2[N+](=O)[O-])n1	0.0	2	-1.2	-8

Other compounds.
SMILES	FBW7 act	TEAD-YAP block	GPR151 ag	MITF inh
Cc1ccc(S(=O)(=O)Nc2ccc([N+](=O)[O-])cc2C)cc1	0.0	5	0.7	-9
O=C(Nc1ncc2c(n1)CC(c1ccco1)CC2=O)c1ccccc1 (configuration not stated)	-0.3	-22	-0.9	-4
CCc1cccc2c1NC(c1ccc([N+](=O)[O-])cc1)C1CC=CC21 (configuration not stated)	0.5	-9	2.6	-4
N#Cc1cccc2c1[nH]c1ccc(Cl)cc12	0.2	-9	0.0	8
O=C1N(C2Cc3ccccc3C2)C[C@@H]2C[C@@H](c3cccc(F)c3)N3CCC[C@@]123	0.2	4	0.0	26
O=C(Nc1ccc(-c2nc3ccccc3o2)cc1)c1ccc(S(=O)(=O)N2CCc3ccccc3C2)cc1	0.2	-1	-1.1	16
COc1ccc(CCN(C)C2CCCN(Cc3nc(-c4ccccc4)no3)C2)cc1OC (configuration not stated)	-0.1	0	-2.5	2
O=C(NCCN1CCOCC1)Nc1ccccc1F	-0.2	5	1.3	-15
Cc1ccc(-n2c(=O)[nH]c3c(C(N)=O)nc(-c4cccc(C)c4)nc32)cc1	0.1	2	-0.2	-3
COc1ccc(-c2cc(C(=O)N3CCC4(CC3)OCCO4)[nH]n2)cc1	-0.1	7	-0.3	1
COc1ccc2c(c1)c(CC(=O)NC13CC4CC(CC(C4)C1)C3)c(C)n2C(=O)c1ccc(Cl)cc1	0.2	-5	0.8	1
O=C1CC(NCc2ccncc2)C(=O)N1c1ccc(Cl)cc1 (configuration not stated)	-0.1	-10	1.2	0
CC(=O)c1ccc(NC(=O)CSc2nccn3nc(-c4ccc(Cl)cc4)cc23)cc1	-0.3	4	0.7	-1
CCCC1=NN2C(=N)/C(=C/c3ccc(OCc4ccccc4)c(OC)c3)C(=O)N=C2S1	0.0	-24	-1.2	-8
CCOC(=O)c1sc(NC(=O)CSc2nnc(CNC(=O)Cc3ccccc3)n2-c2ccccc2OC)c(C(=O)OCC)c1C	0.1	3	-1.7	1

Among those listed so far, 4 have a COOH group.
SMILES	FBW7 act	TEAD-YAP block	GPR151 ag	MITF inh
O=C(O)c1cc(NN=c2c(=O)c3ccccc3c2=O)cc(C(=O)O)c1	0.0	10	-0.3	13
O=C(O)c1ccc(C(=O)O)c(C(=O)c2ccc([N+](=O)[O-])cc2)c1	-0.1	4	0.8	1
O=C(O)c1ccccc1N=Cc1c(O)n(-c2nccs2)c(=O)c2ccccc12	0.0	8	0.8	-17
O=C(O)c1ccccc1Nc1cccc(C(F)(F)F)c1	0.0&-0.1	-1	0.1&2.2	-4&-8

Other compounds
SMILES	FBW7 act	TEAD-YAP block	GPR151 ag	MITF inh
COc1cc2nc(-c3cccc(N)c3)nc(NCCOc3ccccc3)c2cc1OC	0.0	9	-1.0	-7
Cc1ccc(-n2nnc3c(=O)n(CC(=O)c4ccccc4)cnc32)cc1	0.4	5	1.0	15
COCC(=O)N(C)c1nnc(-c2cccnc2)s1	-0.1	6	0.4	-7
COc1ccccc1C1(CNS(=O)(=O)c2c(C)n[nH]c2C)CCOCC1	0.0	5	-0.3	0
CCC1(C)CC(CCN)(c2ccc(F)cc2)CCO1 (configuration not stated)	0.1	-13	-0.2	-1
COc1ccc(/C=C2N=C(/C=C/c3cccc(Cl)c3Cl)OC\2=O)cc1OC(C)=O	0.1	9	-0.5	15
